PfHsp90 yeast 2 = growth inhibition of yeast expressing Plasmodium Hsp90 | S. cerevisiae expressing PfHsp90, BacTiter-Glo ATP, 48 h; yeast lacking PDR1 and PDR3 efflux regulators | inhibition, % at 9.4 µM | hit rate 0.32% among 310,000 | AID 504621;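 active means every replicate shows inhibition above about 80%, whatever the replicate mean, limit read from the data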;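 further: 0% = DMSO neutral controls and 100% = 20 µM radicicol positive controls; yeast relying on Plasmodium falciparum Hsp90 in place of its own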
phage Ecoli inh = E. coli growth loss with phage present | growth absorbance | inhibition, % at 11.9 µM | hit rate 0.26% among 360,000 | AID 651602; in the data active means inhibition above about 11%
HTR5A inv ag = HTR5A inverse agonism, opioid heterodimer counter-screen | inhibition, % at 9.3 µM | hit rate 0.083% among 340,000 | P47898 | HTR5A cell line, luminescence; in the data active means inhibition mostly above about 23%, no sharp cut-off; inactive means mostly below about 18%;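 further: 0% = cells with DMSO and 100% = no-cell wells with DMSO; some compounds called inactive have numbers as strong as hits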
MOR-DOR inv ag = inverse agonists of human mu-delta opioid receptor heterodimerization | cell-based MOR-DOR heterodimer luminescence, inverse agonism | inhibition, % at 9.3 µM | hit rate 0.21% among 340,000; in the data active means inhibition above about 22%, passing the limit was not always enough;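 further: 0% = cells with DMSO and 100% = wells without cells with DMSO; values of inactives mirror those of a sister screen read the other way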
Target sequence (P35372 whole entry, looked up): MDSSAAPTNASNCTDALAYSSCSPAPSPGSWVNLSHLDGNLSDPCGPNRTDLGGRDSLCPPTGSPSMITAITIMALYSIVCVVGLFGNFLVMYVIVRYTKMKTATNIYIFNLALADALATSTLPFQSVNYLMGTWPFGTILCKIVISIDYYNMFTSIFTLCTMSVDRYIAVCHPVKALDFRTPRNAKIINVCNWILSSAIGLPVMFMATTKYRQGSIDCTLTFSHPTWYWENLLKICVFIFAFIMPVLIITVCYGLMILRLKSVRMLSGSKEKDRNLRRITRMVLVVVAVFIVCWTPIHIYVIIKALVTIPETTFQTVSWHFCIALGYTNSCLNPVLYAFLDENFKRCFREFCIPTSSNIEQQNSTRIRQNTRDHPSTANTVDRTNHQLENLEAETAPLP
Target sequence (P41143 whole entry, looked up): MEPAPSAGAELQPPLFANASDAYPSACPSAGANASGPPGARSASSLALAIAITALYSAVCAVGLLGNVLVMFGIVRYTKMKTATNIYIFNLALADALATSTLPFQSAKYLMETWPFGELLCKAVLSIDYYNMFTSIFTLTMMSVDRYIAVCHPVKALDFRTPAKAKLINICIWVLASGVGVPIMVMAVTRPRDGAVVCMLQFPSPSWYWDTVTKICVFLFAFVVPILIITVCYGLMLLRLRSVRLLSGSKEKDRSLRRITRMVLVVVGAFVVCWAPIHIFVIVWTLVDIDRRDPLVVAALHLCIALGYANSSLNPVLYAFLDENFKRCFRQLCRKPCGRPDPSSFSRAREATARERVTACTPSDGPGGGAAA
AddAB inh = less growth of phage-infected E. coli with AddAB | inhibition, % at 11.9 µM | E. coli expressing H. pylori AddAB, absorbance growth | hit rate 0.29% among 330,000 | AID 435030; in the data active means inhibition above about 12%;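 further: 0% = vehicle wells of infected cells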
SUMO Mot1 rescue = SUMOylation pathway inhibition by Mot1-301 growth rescue. S. cerevisiae Mot1-301 growth rescue, ATP luminescence, 38.5C; percent above DMSO median, 100 means doubled. AID 2716. growth rescue, % at 18.8 µM. hit rate 1% among 320,000;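 active means every valid replicate shows activation above 250% relative to neutral control wells; inactive means the rest, any valid replicate at or below 250%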;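 further: OY570 slx delta 5 strain wells were the positive control but not used for scaling; some compounds called inactive have numbers as strong as hits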
E coli growth = reduces bacterial viability in AddAB counter-screen; E. coli V3065 growth, OD600 absorbance, 18 h; inhibition, % at 11.9 µM; hit rate 0.27% among 330,000; AID 449728;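 active means inhibition above the campaign's mean inhibition across all tested compounds plus 3 SD, cut at about 9.9% in these data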;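 further: uninfected addAB+ strain grown without phage in ampicillin broth; 0% = DMSO wells and 100% = ciprofloxacin 0.95 µg/ml wells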
DSG3 Ab inh = human desmoglein-3 autoantibody binding inhibition. P32926. hit rate 0.48% among 310,000. binding (percent of control), % at 10 µM. DSG3-coupled beads, scFv-anti-DSG3-GFP binding, flow cytometry; hits give low values;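 active means binding more than 3 SD below its plate's average and above zero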;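 further: hits lower antibody fragment binding to DSG3; some compounds called inactive have numbers as strong as hits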
PKA-R1A activ = PKA-R1A complex activation; hit rate 0.083% among 340,000; activation, % at 11.4 µM; P00514+P68181; PKA-R1A dissociation, Cy5-IP20 fluorescence polarization; scaled: DMSO 0%, 113 µM cGMP 100%;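 active means percent activation above the mean of all tested compounds plus 3 SD, cut at about 19% in these data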;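 further: higher means more PKAc released from R1A so a rise in polarization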
MOR-DOR ag = agonists of human mu-delta opioid receptor heterodimerization; hit rate 0.3% among 340,000; cells, OPRM1-OPRD1 heterodimerization, luminescence; AID 504326; P35372+P41143; activation, % at 9.3 µM; in the data active means activation above about 18%;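 further: 0% = vehicle-treated cells and 100% = reference agonist; values of inactives mirror those of a sister screen read the other way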
HTR5A ag = counter-screen for OPRM1-OPRD1 agonists: human HTR5A agonism | hit rate 0.61% among 340,000 | P47898 | activation, % at 9.3 µM | HTR5A agonist assay, luminescence, cell-based | AID 504692; in the data active means activation mostly above about 9.5%, no sharp cut-off; inactive means mostly below about 7.6%;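 further: 0% = cells with vehicle only and 100% = reference agonist; strong numbers were not always called active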
Starred values were filed as active, the others as inactive; i = inactive; . = no result given.

SMILES	PfHsp90 yeast 2	phage Ecoli inh	HTR5A inv ag	MOR-DOR inv ag	AddAB inh	SUMO Mot1 rescue	E coli growth	DSG3 Ab inh	PKA-R1A activ	MOR-DOR ag	HTR5A ag
Cn1nc(-c2ccc(N3CCOCC3)c(NS(=O)(=O)c3ccc(Cl)cc3)c2)c2ccccc2c1=O	-43	1.7	-23	7	5.8	12	-2.0	103	-7	-1.2	8
O=C1Nc2ccc(Br)cc2/C1=C/C1CC=CCC1 (stereo unspecified)	103*	1.7	8	-16	1.5	3	0.6	101	-6	3.5	-3
CCN(CC)c1ccc(NC(=O)CSc2nnc(N)s2)cc1C	13	2.1	-3	9	5.8	-8	1.1	110	-7	-1.8	1
COC(C(=O)Nc1ccc(Cl)cc1C)c1ccccc1 (stereo unspecified)	-11	1.2	7	2	2.7	-11	-1.9	98	2	-0.4	-2
Cc1c(C)c2ccc(OCC(=O)N3CCN(c4ccc(F)cc4)CC3)c(C)c2oc1=O	-8	2.2	9	13	0.0	-6	-2.1	109	-8	-2.5	-5
COCCN(Cc1ccco1)C(=O)C1CCCN(c2ncnc3c2nc2n3CCCCC2)C1 (stereo unspecified)	-18	-5.0	-8	13	1.1	0	-0.1	109	-3	-2.5	-2
CC(C)c1ccc(CN2CC(C(=O)Nc3ccccc3)CC2=O)cc1 (stereo unspecified)	-4	1.3	7	-17	1.1	-7	-0.8	97	12	2.4	-3
CCOc1ccc(Cn2nnc(C(=O)Nc3cc(OC)cc(OC)c3)c2N)cc1	0	1.4	-3	-13	0.9	-27	1.5	107	10	2.7	1
CCOn1c(SC(C)C)nc2ccccc2c1=O	0	1.8	-15	-39	3.6	-19	1.2	95	-14	9.1	6
COc1ccccc1NC(=O)CC1CCCC1	-5	0.0	-13	-9	4.7	113	0.3	118	6	1.7	5
Cn1c(=O)c2c(nc(NCc3ccco3)n2CC(O)CO)n(C)c1=O (stereo unspecified)	-3	2.4	-3	11	-0.7	-13	1.2	98	-4	-2.2	1
O=C1N/C(=N\S(=O)(=O)c2ccccc2)S/C1=C\c1cc([N+](=O)[O-])ccc1O	0	-0.2	2	21	2.2	-3	-0.2	104	2	-3.9	-1
c1ccc(-c2oc3ncnc(NCCCN4CCOCC4)c3c2-c2ccccc2)cc1	-1	2.2	5	2	-0.2	-3	-1.7	104	1	-0.4	-4
CC(C)(C)C(=O)Nc1sc2c(c1C#N)CCC2	-29	2.7	-15	5	4.8	-2	1.1	104	0	-1.0	6
Cc1ccc(NC(=O)c2cc(-c3ccc(F)cc3)on2)cc1C	-3	-0.1	-13	12	3.4	-4	0.6	99	-1	-2.3	5
O=C(c1cccc(C(=O)N2CCN(Cc3ccccc3)CC2)c1)N1CCN(Cc2ccccc2)CC1	17	6.1	-14	-17	2.1	-8	-2.1	113	-2	3.7	4
COc1ccc(C2=CN3CCCCC3CC2=O)cc1OC (stereo unspecified)	12	1.3	8	8	2.4	-15	0.9	104	-11	-1.5	1
COc1cc(/C=C/CO)cc(OC)c1O[C@@H]1O[C@H](CO)[C@@H](O)[C@H](O)[C@H]1O	1	2.2	2	1	4.1	15	-1.5	.	-4	-0.2	2
CC(C)(C)N(Cc1ccccc1)C(=O)COC(=O)C1CCN(c2ccc(C(F)(F)F)cn2)CC1	4	3.8	1	-3	1.7	-9	-0.3	104	-9	0.6	0
O=C(Nc1c2c(nn1-c1ccc(F)cc1)CS(=O)C2)C12CC3CC(CC(C3)C1)C2 (stereo unspecified)	23	-2.9	-2	4	2.2	-16	0.1	98	-3	-0.7	-4
CC(=O)c1c(C)[nH]c(C(=O)CN2CCN(S(=O)(=O)c3ccccc3F)CC2)c1C	-13	4.8	-7	8	0.5	-7	1.4	103	1	-1.9	-3
Cn1cccc1CC(=O)NNC(=S)Nc1ccccc1Cl	-10	2.1	14	19	-3.6	-12	-2.0	84	8	-2.9	-6
CCOC(=O)c1c(N)nn(C(=O)c2ccccc2F)c1-c1ccc(OC)cc1	21	-0.3	7	-1	-1.5	-7	-0.4	.	9	0.2	-3
O=C(COC(=O)CCc1nc2ccccc2c(=O)[nH]1)Nc1ccc(OC(F)(F)F)cc1	-2	5.5	-7	16	1.7	-11	-0.3	85	-6	-3.9	3
CCCN1C(=O)SC(CC(=O)Nc2ccc(C)cc2)C1=O (stereo unspecified)	11	2.8	10	7	-3.5	7	-1.4	103	-8	-1.4	-3
Cc1ccc(C(=O)Nc2ccccc2C(=O)NC2CCCCC2)cc1S(=O)(=O)N1CCOCC1	-7	.	0	4	0.5	-7	0.1	101	0	-0.8	-2
CC(=O)Nc1ccc(N=Cc2c(O)c3ccccc3oc2=O)cc1	-12	2.3	3	19	.	-6	.	103	-10	-4.2	-1
CN1CC[n+]2c(CN3C(=O)c4ccccc4C3=O)csc21	5	-1.8	3	7	3.5	9	0.2	116	-6	-1.7	0
COc1ccc(CCn2c(NN)nc3c2c(=O)[nH]c(=O)n3C)cc1	4	1.7	6	-30	1.0	5	-0.3	79*	3	5.8	2
C/C(=N\NC(=O)C(C)Sc1ccccc1)C(C)(C)C (stereo unspecified)	-1	2.2	6	9	1.3	13	-3.1	98	-7	-1.5	2
C=C(C)C1Cc2c(C)nn(-c3nc(C)cc(C)n3)c2C1 (stereo unspecified)	-98	-0.2	3	-10	2.0	-1	-2.5	107	5	1.6	1
CCS(=O)(=O)Nc1ccccc1C(N)=O	-28	3.5	-2	9	2.3	-1	2.9	100	8	-1.6	1
Cc1ccc(-c2sc(C(=O)NN)c(C)c2C#N)cc1	-1	-1.2	-7	6	3.1	-13	-1.0	.	-16	-1.1	6
O=c1cc(-c2ccccc2)n(S(=O)(=O)c2ccc3ccccc3c2)o1	24	-1.9	3	11	-0.5	-30	-1.4	.	-5	-1.9	0
O=[N+]([O-])c1ccc(COc2ccccc2CN2CCCC2)cc1	-5	0.3	11	-2	.	.	.	104	-1	0.3	-3
Cc1ccccc1NC(=O)CN(c1ccc(F)cc1)S(C)(=O)=O	-10	1.9	-4	8	-2.9	133	-0.9	179	8	-1.5	5
Cc1[nH]c2ccccc2c1C(=O)CSC(=S)N1CCCCC1	12	3.9	12	-1	4.6	-9	0.3	99	-3	0.2	-5
CCCCC/S(CC1CC1(Cl)Cl)=N\S(=O)(=O)c1ccc(C)cc1 (stereo unspecified)	-58	3.2	6	14	-1.7	-10	-0.9	96	4	-2.5	-2
Cc1ccc(S(=O)(=O)NCCC(=O)NC2CCCCC2C)cc1 (stereo unspecified)	13	1.6	8	3	0.7	37	-3.9	.	-1	-0.7	-3
CCC(=O)NC(Nc1ccccn1)(C(=O)OC)C(F)(F)F (stereo unspecified)	-60	3.3	-6	1	2.5	14	-0.6	97	6	-0.1	2

Marked active in DSG3 Ab inh, of those listed so far:
canonical_smiles | phage Ecoli inh | MOR-DOR inv ag | AddAB inh | SUMO Mot1 rescue | DSG3 Ab inh | PKA-R1A activ | MOR-DOR ag
COc1ccc(CCn2c(NN)nc3c2c(=O)[nH]c(=O)n3C)cc1 | 1.7 | -30 | 1.0 | 5 | 79* | 3 | 5.8

Carrying on.
SMILES	PfHsp90 yeast 2	phage Ecoli inh	HTR5A inv ag	MOR-DOR inv ag	AddAB inh	SUMO Mot1 rescue	E coli growth	DSG3 Ab inh	PKA-R1A activ	MOR-DOR ag	HTR5A ag
CN(C)S(=O)(=O)c1ccc(C(=O)OCc2nnc(-c3ccccc3)o2)cc1	4	0.1	-6	3	-0.1	19	-3.2	101	-13	-0.6	2
Cc1cc(SCc2ccccc2F)nc(=O)[nH]1	12	0.8	0	11	1.4	2	1.3	99	10	-2.1	2
Cc1cc(C(=O)Nc2nc3c(s2)CCCC3)no1	14	3.1	-4	6	0.3	10	0.8	98	-6	-1.2	-3
O=C(COC(=O)C1=Cc2ccccc2OC1)NCc1ccccc1	.	3.6	-14	1	1.8	224	0.9	103	1	-0.2	7
CCOC(=O)NCc1ccc(Cl)c(Cl)c1	19	1.9	-2	8	3.3	19	-0.9	.	-15	-1.3	-2
CN1C2C=C(N(CCc3c[nH]c4ccccc34)C(=O)c3ccc(Cl)cc3)CC1CC2 (stereo unspecified)	-36	4.3	-9	i	1.6	16	-3.5	102	-6	100*	0
O=[N+]([O-])c1ccc(OCc2cnc(Cl)s2)c([N+](=O)[O-])c1	-52	3.5	-15	-15	-2.6	-16	2.0	87*	5	3.0	-1

One compound at a time, as listed above.
Record of `CCOC(=O)NCc1ccc(Cl)c(Cl)c1` : PfHsp90 yeast 2 = 19; phage Ecoli inh = 1.9; HTR5A inv ag = -2; MOR-DOR inv ag = 8; AddAB inh = 3.3; SUMO Mot1 rescue = 19; E coli growth = -0.9; DSG3 Ab inh = .; PKA-R1A activ = -15; MOR-DOR ag = -1.3; HTR5A ag = -2
Record of `Cc1cc(C(=O)Nc2nc3c(s2)CCCC3)no1` : PfHsp90 yeast 2 = 14; phage Ecoli inh = 3.1; HTR5A inv ag = -4; MOR-DOR inv ag = 6; AddAB inh = 0.3; SUMO Mot1 rescue = 10; E coli growth = 0.8; DSG3 Ab inh = 98; PKA-R1A activ = -6; MOR-DOR ag = -1.2; HTR5A ag = -3
Record of `O=C(COC(=O)C1=Cc2ccccc2OC1)NCc1ccccc1` : PfHsp90 yeast 2 = .; phage Ecoli inh = 3.6; HTR5A inv ag = -14; MOR-DOR inv ag = 1; AddAB inh = 1.8; SUMO Mot1 rescue = 224; E coli growth = 0.9; DSG3 Ab inh = 103; PKA-R1A activ = 1; MOR-DOR ag = -0.2; HTR5A ag = 7

Given with each value named: entries from further up.
CCOC(=O)c1c(N)nn(C(=O)c2ccccc2F)c1-c1ccc(OC)cc1
  PfHsp90 yeast 2 = 21 | phage Ecoli inh = -0.3 | HTR5A inv ag = 7 | MOR-DOR inv ag = -1 | AddAB inh = -1.5 | SUMO Mot1 rescue = -7 | E coli growth = -0.4 | DSG3 Ab inh = . | PKA-R1A activ = 9 | MOR-DOR ag = 0.2 | HTR5A ag = -3
O=C(COC(=O)CCc1nc2ccccc2c(=O)[nH]1)Nc1ccc(OC(F)(F)F)cc1
  PfHsp90 yeast 2 = -2 | phage Ecoli inh = 5.5 | HTR5A inv ag = -7 | MOR-DOR inv ag = 16 | AddAB inh = 1.7 | SUMO Mot1 rescue = -11 | E coli growth = -0.3 | DSG3 Ab inh = 85 | PKA-R1A activ = -6 | MOR-DOR ag = -3.9 | HTR5A ag = 3
CCCN1C(=O)SC(CC(=O)Nc2ccc(C)cc2)C1=O (stereo unspecified)
  PfHsp90 yeast 2 = 11 | phage Ecoli inh = 2.8 | HTR5A inv ag = 10 | MOR-DOR inv ag = 7 | AddAB inh = -3.5 | SUMO Mot1 rescue = 7 | E coli growth = -1.4 | DSG3 Ab inh = 103 | PKA-R1A activ = -8 | MOR-DOR ag = -1.4 | HTR5A ag = -3
Cc1ccc(C(=O)Nc2ccccc2C(=O)NC2CCCCC2)cc1S(=O)(=O)N1CCOCC1
  PfHsp90 yeast 2 = -7 | phage Ecoli inh = . | HTR5A inv ag = 0 | MOR-DOR inv ag = 4 | AddAB inh = 0.5 | SUMO Mot1 rescue = -7 | E coli growth = 0.1 | DSG3 Ab inh = 101 | PKA-R1A activ = 0 | MOR-DOR ag = -0.8 | HTR5A ag = -2

Assay outcomes deposited in PubChem by several laboratories.
